sPLA2-III inh: human group III sPLA2 inhibitors, primary screen, biochemical, QFRET, BODIPY PC-A2 liposome substrate | Group 3 secretory phospholipase A2 (Homo sapiens), Q9NZ20 | QFRET BODIPY PC-A2 liposome hydrolysis, fluorescence | inhibition, % at 12.2 µM | 370,000 tested, 0.56% active;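 active means inhibition above mean plus 3 SD of compounds lying within the high and low control bounds, cut at about 19% in these data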;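 further: 0% = median of test compound wells and 100% = no enzyme DMSO wells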
Target sequence (Q9NZ20 whole entry, looked up): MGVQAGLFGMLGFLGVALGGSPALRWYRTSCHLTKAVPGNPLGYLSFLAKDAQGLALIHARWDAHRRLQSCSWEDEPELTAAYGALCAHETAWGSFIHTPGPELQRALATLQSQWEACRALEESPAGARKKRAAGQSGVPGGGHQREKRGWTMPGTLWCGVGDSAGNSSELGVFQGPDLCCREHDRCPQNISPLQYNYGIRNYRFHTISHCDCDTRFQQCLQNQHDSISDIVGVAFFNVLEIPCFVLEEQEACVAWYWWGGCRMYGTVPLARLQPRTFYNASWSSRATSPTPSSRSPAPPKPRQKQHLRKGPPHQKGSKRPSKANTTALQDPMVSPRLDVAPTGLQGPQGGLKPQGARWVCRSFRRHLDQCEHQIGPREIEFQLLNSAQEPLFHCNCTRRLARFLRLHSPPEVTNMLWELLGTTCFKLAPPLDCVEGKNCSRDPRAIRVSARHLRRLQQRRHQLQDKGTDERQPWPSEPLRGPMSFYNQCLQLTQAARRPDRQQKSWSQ
ARFGAP1 inh: inhibitors of rat ARFGAP1 GAP activity, primary screen, biochemical, fluorescence polarization, GDP tracer; 360,000 tested, 0.26% active; inhibition, % at 16.5 µM; ADP-ribosylation factor GTPase-activating protein 1 (Rattus norvegicus), Q62848; Arfgap1-stimulated ARF1 GTP hydrolysis, GDP FP detection;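 active means inhibition above a per-plate limit, mean inhibition of low control wells plus 3 SD, cut at about 25% in these data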;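 further: 0% = DMSO wells with enzyme and 100% = wells lacking Arfgap1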
Target sequence (Q62848 1-136 limits assumed): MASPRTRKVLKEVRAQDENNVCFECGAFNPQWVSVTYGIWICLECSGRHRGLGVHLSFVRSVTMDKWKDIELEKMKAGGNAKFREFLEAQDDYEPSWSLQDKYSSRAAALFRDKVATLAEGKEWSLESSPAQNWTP
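Material: rat Arfgap1 catalytic domain, aa 1-136; also added: human ARF1(Δ1-17)-GTP substrate; compound dosing: one concentration, 16.5 µM, DMSO 1.26%; incubation: GTP hydrolysis reaction 2 h at 25 °C; measured by: Tracer-displacement fluorescence polarization with EDTA stop, 620/688 nm; evaluation: % inhibition from polarization; repeats: one replicate per compound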
GAA850 FXN act: FXN promoter activators, primary screen, cell-based, luciferase luminescence, HEK293 lucGAA850. 360,000 tested, 0.56% active. activation, % at 6 µM. HEK293 lucGAA850 FXN promoter luciferase reporter, 24 h; percent of 10 µM SAHA response. AID 540364, 2011;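 active means activation above the average of all compounds screened plus 3 SD, cutoff fixed separately per campaign, cut at about 7.5% in these data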;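 further: 0% = DMSO wells and 100% = 10 µM SAHA wells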
rCAG RNA binder: binders of r(CAG) RNA repeats, primary screen, biochemical, fluorescence; r(CAG) RNA repeat, TO-PRO-1 dye displacement fluorescence; 370,000 tested, 1.3% active; inhibition, % at 3 µM;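 active means inhibition above the plate cutoff, the mean of all test compounds on that plate plus 3 SD, cut at about 35% in these data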;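 further: 0% = DMSO alone and 100% = 100 µM mitoxantrone as full dye displacement; higher means more dye released from RNA so lower well fluorescence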
Tn6 DDE FP: inhibitors of Tn6 peptide binding to fibrin DD(E), primary screen, biochemical, fluorescence polarization, human fibrin, Tn6 probe; Fibrinogen beta chain (Homo sapiens), P02675; Fibrin DD(E) TRITC-Tn6 fluorescence polarization displacement; inhibition, % at 8.3 µM; 370,000 tested, 0.21% active;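 active means inhibition above a per-campaign cutoff: mean of compounds within control limits plus 3 SD, cut at about 15% in these data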;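 further: 0% = median of all compound wells on the plate and 100% = blocking peptide control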
NPR1 activator: GC-A stimulated cGMP production enhancers – HEK293 GC-A cells, cGMP TR-FRET, EC30 ANP, primary screen. Atrial natriuretic peptide receptor 1 (Homo sapiens), P16066. 0% at EC30 ANP, 100% saturating ANP. activation, % at 10 µM. 370,000 tested, 0.14% active. AID 1671463, 2021; in the data active means activation above about 40%
NPR2 activator: human GC-B receptor activators, primary screen, HEK293 GC-B cells, cGMP TR-FRET, EC30 CNP; AID 1920062, 2024; 0% at EC30 CNP, 100% saturating CNP; Atrial natriuretic peptide receptor 2 (Homo sapiens), P20594; 370,000 tested, 0.11% active; activation, % at 10 µM;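 active means activation at 10 µM reaching about 35% in either raw or pattern-adjusted values, limit read from the data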
ADAM10 inh: human ADAM10 inhibitors, primary screen, biochemical, QFRET, HTS; 370,000 tested, 0.62% active; AID 720582, 2013; inhibition, % at 7 µM; Disintegrin and metalloproteinase domain-containing protein 10 (Homo sapiens), O14672; recombinant ADAM10, EDANS/DABCYL FRET peptide cleavage, 3 h;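 active means inhibition above a per-campaign cutoff equal to the mean of compounds falling between control-based bounds plus 3 SD, cut at about 20% in these data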;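 further: 0% = DMSO wells while the 100% control is not disclosed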
ASAP1 inh: inhibitors of human ASAP1 ArfGAP activity, primary screen, biochemical, fluorescence polarization; Arf-GAP with SH3 domain, ANK repeat and PH domain-containing protein 1 (Homo sapiens), …; ASAP1-stimulated ARF1 GTP hydrolysis, GDP FP detection; inhibition, % at 16.5 µM; 360,000 tested, 0.19% active; in the data active means inhibition above about 25%;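 further: 0% = vehicle with enzyme and substrate and 100% = no enzyme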
Target sequence (Q9ULH1 325-724 limits assumed): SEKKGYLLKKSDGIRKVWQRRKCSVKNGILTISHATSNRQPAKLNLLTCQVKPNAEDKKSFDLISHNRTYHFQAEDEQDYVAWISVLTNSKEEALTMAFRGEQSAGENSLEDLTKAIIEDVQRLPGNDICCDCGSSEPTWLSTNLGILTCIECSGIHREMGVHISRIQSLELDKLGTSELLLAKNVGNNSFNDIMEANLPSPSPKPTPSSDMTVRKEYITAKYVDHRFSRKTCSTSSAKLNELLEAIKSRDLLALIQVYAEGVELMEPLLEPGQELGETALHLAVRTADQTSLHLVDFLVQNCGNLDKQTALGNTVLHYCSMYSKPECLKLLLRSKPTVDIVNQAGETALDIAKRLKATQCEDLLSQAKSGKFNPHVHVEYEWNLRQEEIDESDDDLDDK
proKLK7 act: proKLK7 zymogen activators, primary screen, biochemical, fluorescence intensity; Kallikrein-7 (Homo sapiens), P49862; purified proKLK7, EDANS-DABCYL substrate fluorescence; 100% is mature enzyme control, 0% vehicle; activation, % at 7 µM; 370,000 tested, 0.9% active;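 active means activation above the mean of all tested compounds plus 3 SD, computed per campaign excluding outliers beyond control limits, cut at about 13% in these data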
Active calls of the source: *.

SMILES | sPLA2-III inh | ARFGAP1 inh | GAA850 FXN act | rCAG RNA binder | Tn6 DDE FP | NPR1 activator | NPR2 activator | ADAM10 inh | ASAP1 inh | proKLK7 act
COC(CNc1nc(SC)nc2sc3c(c12)CCN(C)C3)OC | -3 | 8 | 0.8 | -6 | -7 | 8 | -8 | -472 | -4 | 1.6
CCOc1ccc2nc(SCC(=O)N(CCOC)c3c(N)n(Cc4ccccc4)c(=O)[nH]c3=O)[nH]c2c1 | 9 | 1 | -1.4 | -2 | -7 | 5 | 5 | -11 | -15 | -0.2
CSc1nc(-c2ccco2)nn1C(=O)Cc1ccccc1 | 4 | 10 | 2.3 | 6 | 4 | 2 | -2 | 8 | 8 | 0.1
O=C(c1cc(COc2ccc(F)cc2Cl)on1)N1CCN(C2CCCC2)CC1 | -12 | -5 | -1.0 | -9 | 6 | 3 | 3 | -8 | 5 | -0.1
COc1cccc(Nc2ncc(C(=O)O)c3ccccc23)c1 | -2 | 10 | -0.3 | 4 | 2 | -2 | -3 | 9 | -5 | 0.3
O=C(O)/C=C/c1cn(Cc2ccccc2)nc1-c1cccnc1 | -6 | -5 | 1.1 | 0 | 6 | 5 | 3 | 5 | -12 | 0.4
Cc1ccccc1-c1nnn(CC(=O)Nc2ccc3c(c2)OCO3)n1 | -1 | 2 | -1.4 | 3 | 5 | 3 | -2 | 8 | 7 | -0.4
Cc1nc(SCc2ccc([N+](=O)[O-])cc2)nc2ccccc12 | -1 | 1 | 5.7 | -1 | 5 | 3 | -2 | 1 | 0 | 0.2
COc1cc(CNC2CCCCCCC2)cc(Br)c1OCC#N | 5 | 5 | -1.1 | 8 | 0 | -2 | -8 | -11 | 10 | -0.4
O=c1c2c(O)cc(O)cc2oc2c(O)ccc(O[C@H]3O[C@@H](CO)[C@H](O)[C@@H](O)[C@@H]3O)c12 | 7 | -2 | 0.7 | 9 | 2 | -1 | 1 | 5 | -1 | 1.0
CCC(=O)c1ccccc1OCCCN1C(=O)NC(C)(C)C1=O | 3 | -11 | 3.1 | -5 | -5 | -3 | 2 | -8 | 1 | -0.2
Cc1cc(C(F)(F)F)cc(NNC(=O)NC(=O)c2ccccc2Cl)n1 | 11 | 12 | -0.7 | -4 | 6 | 3 | -2 | -6 | -8 | 1.8
COc1ccc(NC(=O)NCCC2=CCCCC2)cc1 | -4 | -15 | 3.6 | -7 | -8 | 0 | 2 | -3 | 7 | 0.3
O=[N+]([O-])c1cccc(-c2nnc(CNC3CC3)o2)c1 | -2 | 3 | 1.0 | 4 | -7 | -1 | 4 | -2 | 1 | -1.3
Cc1ccc(C2=C/C(=C/c3cccs3)C(=O)O2)cc1 | 0 | -11 | 3.0 | 9 | 3 | -1 | -3 | -39 | -6 | 0.2
O=C(C1=COCCO1)N1CCN(S(=O)(=O)c2cccc(Cl)c2Cl)CC1 | -2 | 2 | 0.1 | 2 | -5 | 0 | 1 | 12 | -13 | 0.2
S=C(Nc1ccccc1)Nc1ccccc1-n1cccc1 | 12 | 4 | 1.8 | 9 | -5 | 3 | 0 | -66 | 7 | -0.1
COc1ccc(CCNc2ccncn2)cc1OC | 1 | -4 | 2.0 | -1 | 4 | 2 | 5 | -4 | 5 | -0.5
COCCCNC(=S)N1CCCC(c2nc3cc(C)c(C)cc3[nH]2)C1 (stereo not drawn) | 7 | 5 | -0.3 | -8 | 3 | -1 | -6 | -3 | 15 | -0.4
Cc1ccc2cc(C3CC(c4ccco4)=NN3S(C)(=O)=O)c(Cl)nc2c1 (stereo not drawn) | -8 | 0 | -1.8 | 3 | 2 | 1 | -1 | -4 | -6 | 0.5

Only ARFGAP1 inh and NPR2 activator, for four of the compounds above:
| smiles | ARFGAP1 inh | NPR2 activator |
| --- | --- | --- |
| S=C(Nc1ccccc1)Nc1ccccc1-n1cccc1 | 4 | 0 |
| COc1ccc(CCNc2ccncn2)cc1OC | -4 | 5 |
| COCCCNC(=S)N1CCCC(c2nc3cc(C)c(C)cc3[nH]2)C1 (stereo not drawn) | 5 | -6 |
| Cc1ccc2cc(C3CC(c4ccco4)=NN3S(C)(=O)=O)c(Cl)nc2c1 (stereo not drawn) | 0 | -1 |

(cont.)
SMILES | sPLA2-III inh | ARFGAP1 inh | GAA850 FXN act | rCAG RNA binder | Tn6 DDE FP | NPR1 activator | NPR2 activator | ADAM10 inh | ASAP1 inh | proKLK7 act
CCOC(=O)C1=C(c2ccccc2)NC(=S)NC1C (stereo not drawn) | 14 | -5 | 2.3 | 3 | 9 | -1 | 2 | 4 | 9 | 0.0
COc1ccc(Nc2cc(C)nc(NCc3ccccc3)n2)cc1 | -20 | -8 | 0.3 | 7 | 3 | -23 | -11 | 2 | -5 | 0.3
CCOC(=O)c1ccc[n+](C(C)C(=O)c2ccc(-c3ccccc3)cc2)c1 (stereo not drawn) | -2 | 10 | 0.9 | 6 | 2 | 7 | 3 | -5 | -12 | 0.2
CNC(=O)COC(=O)c1cc(=O)[nH]c2ccccc12 | -1 | -14 | -0.4 | 5 | 7 | 0 | 4 | -99 | 0 | -80
Cc1ccccc1C(=O)NNC(=S)NC(=O)COc1ccccc1 | 17 | 0 | -2.3 | 0 | -3 | -1 | -1 | -1 | 8 | 0.2
CC(=O)Nc1ccc(S(=O)(=O)NC(CC(=O)O)c2ccc(C)cc2)cc1 (stereo not drawn) | -4 | 5 | 0.1 | 4 | 1 | -2 | 2 | 1 | 11 | 0.9
Cc1cccc(Oc2ccc(NC(=O)c3ccccc3C(=O)O)cc2)c1 | 8 | 9 | 0.5 | 3 | -3 | 4 | 10 | 8 | 1 | -0.2
COc1ccccc1-n1c(SCC(=O)Nc2ccc(Cl)cc2)nc(O)c(Cc2ccccc2)c1=O | -8 | -5 | -2.0 | 30 | 4 | -5 | -1 | 8 | 7 | -0.4
NS(=O)(=O)c1ccc(CCNC(=O)C2COc3ccccc3O2)cc1 (stereo not drawn) | 3 | 2 | -0.1 | -4 | 0 | 4 | 2 | -5 | -5 | -0.4
COc1ccc(C2CC3(CC(C)(C)NC(=S)N3)Oc3cc(O)cc(C)c32)cc1OC (stereo not drawn) | 10 | 2 | -9.7 | -6 | -1 | -2 | 0 | -5 | 6 | -0.3
Cc1ccc(C)c(OCCC(=O)NNC(=O)c2ccncc2)c1 | 0 | 1 | 0.9 | -3 | 1 | 1 | 2 | 4 | 13 | -0.5
O=C(c1ccc(Cl)s1)N(Cc1nnc(-c2ccccc2Cl)o1)C1CC1 | -4 | -2 | -0.2 | -3 | 4 | -2 | -2 | -4 | 10 | -0.4
Cc1cc(C)n(-c2nc3c(c(=O)[nH]c(=O)n3C)n2Cc2ccccc2)n1 | -2 | 2 | 0.2 | -1 | 0 | -1 | 7 | 0 | -1 | 0.7
O=C(NCCCn1ccnc1)C1CC(c2ccccc2Cl)=NO1 (stereo not drawn) | 4 | -2 | 1.7 | -4 | -2 | 1 | -4 | -9 | -13 | 0.1
O=C(OCc1nnc(-c2ccccc2)o1)c1ccc(-n2cnnn2)cc1 | 3 | 7 | 0.6 | 1 | -3 | -3 | 1 | 7 | -8 | 0.8
COc1ccc(-n2c(SCC(=O)O)nc3sc4c(c3c2=O)CCCC4)cc1 | -2 | 35* | 8.3* | 15 | -8 | -4 | 3 | -6 | 20 | -0.5
O=C(CN1CCCCCC1)NC(c1ccccc1)c1ccccc1 | -2 | 3 | -1.6 | -8 | 0 | -13 | -4 | -1 | 0 | -0.2
CC1CCCC(C)N1C(=O)C1CC(c2ccc(F)cc2)=NO1 (stereo not drawn) | 6 | 8 | 4.7 | -4 | -1 | -1 | 6 | 0 | -7 | 0.4
COc1ccc(OCC(=O)Nc2ccc3c(c2)CCC3)cc1 | 4 | 4 | 0.3 | 0 | 3 | 6 | -3 | -17 | -4 | 1.1
COc1ccc(NC(=O)c2cc(C)cc(C)c2)cc1S(=O)(=O)N1CCCCC1 | -5 | -7 | -0.8 | 2 | -3 | -1 | 1 | -2 | 5 | -0.7
COc1cccc(COC(=O)CCNC(=O)c2ccc(Br)cc2)c1OC | 1 | -1 | 1.4 | -4 | 4 | -5 | -4 | -7 | -13 | -0.7
CN(Cc1ccccc1)C(=O)CCC1CCN(C(=O)c2ccccc2C(F)(F)F)CC1 | -2 | 12 | -1.6 | -12 | 6 | 3 | 0 | -9 | 14 | 0.8
O=C1C(C2=NC(C(=O)O)C3C(=O)N(c4ccccc4)C(=O)C23)=C(O)c2ccccc21 (stereo not drawn) | 4 | -16 | -2.2 | 4 | 6 | -1 | 0 | -15 | 3 | 1.3
O=C(CC(c1ccccc1)c1ccccc1)NCCO | 4 | 5 | 1.4 | -1 | 2 | 4 | -6 | -4 | -10 | 0.0
Clc1ccccc1OCCCCN1CCNCC1 | -3 | 2 | 1.6 | 4 | -7 | 3 | 2 | -4 | -6 | 1.2
COc1ccc(Nc2ccc(N3C(=O)CC(C)C3=O)cc2[N+](=O)[O-])cc1OC (stereo not drawn) | 8 | 12 | 3.1 | -5 | 0 | 11 | 4 | -1 | 1 | 0.0
CC1CN(CCOc2ccccc2[N+](=O)[O-])CC(C)O1 (stereo not drawn) | -2 | 11 | 2.6 | -3 | 4 | 4 | 7 | 2 | -14 | 0.0
Cc1ccc(-c2ccccc2)n1-c1cccc(C(=O)O)c1 | -12 | 0 | 3.8 | 15 | 3 | 1 | -1 | -20 | 1 | -0.2
Cc1cccc(C(=O)NCC(=O)N2CCN(c3ccccn3)CC2)c1 | -5 | 1 | 0.4 | -2 | 12 | -2 | 1 | -29 | -1 | -0.5
Cc1ccc(S(=O)(=O)Nc2cc(=O)[nH]c(SCc3ccc(Cl)cc3)n2)cc1 | -35 | -5 | 3.6 | 3 | 0 | -2 | -1 | 16 | 8 | 0.4
Cc1cccc(OCC(=O)O/N=C(\N)c2ccccn2)c1 | 1 | 3 | 5.2 | -5 | 3 | 4 | 2 | -3 | -10 | 0.1
Cc1ccc(C(=O)O)cc1-n1c(=O)n(Cc2ccccc2)c(=O)c2[nH]cnc21 | 1 | -6 | -2.4 | 2 | -3 | 4 | 4 | 2 | -3 | 0.2
CCCc1ccc(C(O)c2ncc(-c3ccccc3C)[nH]2)cc1 (stereo not drawn) | -5 | 3 | 0.5 | 1 | 1 | 2 | -1 | 4 | -2 | 0.3

Screens from PubChem BioAssay.
